Assay outcomes (PubChem)
AID2073: inhibitors of Mint1-CaV2.2 protein interaction, biochemical, HTRF (AID 2073). HTRF protein-protein interaction, Mint1-CaV2.2; higher % means a stronger effect. one-dose inhibition, % at 20 µM; IC50 in µM for titrated hits. 0.19% of 290,000 active; in the data active = inhibition mostly above about 51%, no sharp cut-off; inconclusive = no clear call, values can overlap the other calls; inactive = mostly below about 53%; note: some results filed as inactive read as strong as hits
Dengue-2 NS5 capping: Dengue-2 NS5 methyltransferase inhibitors, primary screen, biochemical, confirmation dose response (AID 588689); 0.3% of 340,000 active; inhibition, % at 25 µM; hits with a dose series show IC50 in µM; Dengue-2 NS5 methyltransferase capping enzyme assay, biochemical; higher % means a stronger effect; in the data active = a potency from the dose series; inconclusive = inhibition above about 29% without an active follow-up result
HIV peptide binding: cell-free HIV fusion peptide-binding blockers – biochemical, uHTS, fluorescence dequenching, primary screen (AID 1986) | cell-free peptide binding, fluorescence dequenching, 30 min; higher % means a stronger effect | one-dose inhibition, % at 20 µM; IC50 in µM for titrated hits | 0.3% of 290,000 active; in the data active = inhibition mostly above about 52%, no sharp cut-off; inactive = mostly below about 76%; note: some results filed as inactive read as strong as hits
KOR beta-arrestin-1: KOR antagonists, beta-arrestin recruitment, cell-based, luminescence, uHTS (AID 1778); KOR beta-arrestin recruitment, luminescence, antagonist mode; higher % means a stronger effect; inhibition, % at 10 µM, or IC50 in µM where a hit was titrated; 0.091% of 290,000 active; note: strong numbers were not always called active
West Nile antiviral: West Nile virus antiviral activity, cell-based, CPE readout (AID 1621). West Nile virus-infected cells, CPE inhibition; higher % means a stronger effect. CPE inhibition, % at 10 µM, or IC50 in µM where a hit was titrated. 0.02% of 290,000 active; in the data active = a potency from the dose series; inconclusive = CPE inhibition mostly from about 3.7% at the one dose, without a potency; inactive = the rest, 99 in 100 with CPE inhibition below about 2.2%; note: strong numbers were not always called active
NOD1 inhibition: NOD1 signaling inhibitors, primary screen, cell-based, luminescence, uHTS (AID 1578); inhibition, % at 4 µM, or EC50 in µM where a hit was titrated; NOD1-driven NF-kB luciferase reporter cells, luminescence; higher % means a stronger effect; 1% of 290,000 active; in the data active = inhibition mostly above about 36%, no sharp cut-off; inactive = mostly below about 34%;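 note: HEK-293T reporter cells stimulated with the NOD1 agonist gamma-tri-DAP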
Yfh1-off respiration: mitochondrial function rescue without frataxin homolog – Friedreich's ataxia, plus single-dose screen, dose response (AID 1465). S. cerevisiae Yfh1-off respiration, WST-1 reduction, 72 h; higher fold induction means a stronger effect. one-dose fold induction at 50 µM; EC50 in µM for titrated hits. 0.074% of 220,000 active;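 active = fold induction of absorbance versus untreated yeast above a set limit, then at least 30% activation at any dose in follow-up; inconclusive = repeats straddling the limit, or above it without dose testing; inactive = fold induction below the set limit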;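 note: activators that raise dye reduction in frataxin-depleted yeast; strong numbers were not always called active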
KOR beta-arrestin-2: kappa opioid receptor activators – cell-based, luminescence, uHTS, primary screen (AID 1777); KOR beta-arrestin recruitment, luminescence; higher % means a stronger effect; one-dose activation, % at 10 µM; EC50 in µM for titrated hits; 0.02% of 280,000 active; in the data active = activation above about 50%, passing the limit was not always enough; note: a part of the inactive calls stands beside numbers as strong as those of hits
NOD2 inhibition: inhibition of NOD2-driven NF-kB reporter – cell-based, luminescence, uHTS, HEK293 (AID 1566) | HEK293 NOD2/NF-kB luciferase reporter, luminescence; higher % means a stronger effect | inhibition, % at 4 µM, or EC50 in µM where a hit was titrated | 0.63% of 290,000 active; note: many of its hits are not listed in these tables
Dengue-2 NS5 capping pilot replicate: also measured in Dengue-2 NS5 capping; calls as there; inhibition, %; measured here: pilot screen replicate inhibition
Numbers without * were called inactive; i = inactive; ? = inconclusive; / = no result given; [ ] = another dose, or the depositor's remark. Cut-off read from the data, not from the text of the source, unless noted: active = inhibition above about 50%; inactive = the rest. Not all compounds are listed. The share of hits here may be higher or lower than overall.

SMILES	AID2073	Dengue-2 NS5 capping	HIV peptide binding	KOR beta-arrestin-1	West Nile antiviral	NOD1 inhibition	Yfh1-off respiration	KOR beta-arrestin-2	NOD2 inhibition	others
Cc1cccc(OCc2nnc(SCC(=O)NC3CCCC3)n2C)c1	-7%	-4%	-1.2%	16%	-0.3%	-11%	/	-3.9%	-8%
CCc1ccc2oc(C(=O)Nc3nonc3C)c(C)c2c1	6%	0%	1.7%	-21%	-0.2%	-23%	/	-1.6%	-114%
C=CCOc1cccc(C2C(C(=O)c3ccc(C)o3)=C(O)C(=O)N2Cc2ccncc2)c1 (configuration not stated)	12%	-2%	1.2%	19%	0.4%	8%	i	-0.6%	21%
O=C(Nc1nnc(CCc2ccccc2)s1)C1CCCO1 (configuration not stated)	0%	-9%	0.4%	33%	-0.1%	-23%	i	-3.1%	-3%
COCCCn1c(=S)[nH]c2c(sc3ccccc32)c1=O	31%	-1%	0.2%	-24%	0.0%	16%	i	3.3%	-15%
CC(C)(C)c1nc(SCC(=O)NCc2cccs2)c2ccccc2n1	16%	-5%	1.7%	-33%[20 µM]	-0.3%	-14%	i	/	3%
COc1ccc(S(=O)(=O)N(C)CC(=O)NCc2cccnc2)cc1OC	0%	0%	0.4%	6%	-0.2%	4%	i	-1.2%	11%
O=C(c1ccc2c(c1)OCO2)C1CCCN(Cc2ccccc2OC(F)F)C1 (configuration not stated)	1%	0%	2.7%	-1%	0.1%	-19%	/	2.7%	-31%
Cc1onc(-c2c(Cl)cccc2Cl)c1C(=O)c1ccc(F)cc1	-2%	/	-1.7%	19%	-0.4%	-8%	i	1.4%	16%
Nc1cccc(C(=O)OCC(=O)NC2CCCc3ccccc32)c1 (configuration not stated)	13%	-15%	-1.9%	11%	1.0%	-36%	i	-4.9%	-30%
Cc1cc([N+](=O)[O-])nn1CCCC(=O)NCc1ccc(F)cc1	-1%	-1%	-0.3%	8%	-0.5%	-16%	i	-2.2%	17%
COc1ccc(S(=O)(=O)N2CCCOC2CNC(=O)C(=O)NC2CCCC2)cc1 (configuration not stated)	-2%	-12%	-1.1%	14%	-0.6%	-18%	/	0.8%	7%
O=C1NC2(CCCCCC2)C(=O)N1Cc1ccccc1	8%	5%	-0.3%	-23%	-0.7%	-10%	/	0.9%	-19%
COc1ccccc1NC(=O)CN1C(=O)COc2ccc(S(=O)(=O)N3CCCCCC3)cc21	1%	-4%	-1.3%	25%	0.0%	-4%	/	-6.2%	18%
Cc1oc2cc(OCC(=O)O)ccc2c(=O)c1Oc1ccccc1	13%	-2%	0.6%	-19%	-0.2%	-16%	i	-0.2%	11%
O=C(COc1ccccc1)n1nc(-c2ccc(Cl)cc2)nc1NCc1ccco1	2%	5%	-1.3%	-49%	0.1%	-14%	i	-1.9%	-38%	Dengue-2 NS5 capping pilot replicate=-0.3
COCCCNC(=O)Cc1coc2ccc3ccccc3c12	53%	-1%	4.0%	-35%	0.7%	-46%	i	2.4%	-12%
CC(C)(O[C@@H]1O[C@H](CO)[C@@H](O)[C@H](O)[C@H]1O)[C@H]1Cc2cc3ccc(=O)oc3cc2O1	13%	0%	8.4%	29%	0.8%	-18%	i	-3.2%	-6%
O=C(Cc1cccc(C(F)(F)F)c1)NCC(=O)Nc1cc(Cl)ccc1Cl	3%	1%	-0.4%	-42%	-0.8%	38%	/	0.5%	-45%
CC(=O)N1CCOc2ccc(S(=O)(=O)Nc3cccc(C)c3)cc21	8%	-8%	2.5%	-81%	-0.8%	8%	/	-2.0%	26%
Cc1ccc(NC(=O)Cn2c(=O)n(CCCCC(=O)NCc3ccco3)c(=O)c3ccccc32)cc1	1%	-7%	1.4%	16%	-0.1%	-10%	i	-10%	-12%
COc1ccc(-n2nc(C(=O)NCC(=O)NCc3ccco3)c3ccccc3c2=O)cc1Cl	10%	-3%	-2.0%	19%	0.1%	-54%	i	-0.5%	11%
CCC(O)C1CCN(C(=O)c2cc(COc3ccc(F)cc3F)on2)CC1 (configuration not stated)	2%	-6%	-2.0%	-1%	-0.9%	-33%	/	1.8%	5%
O=C(NCc1ccccc1)c1csc(-c2cccnc2)n1	2%	-13%	0.4%	-2%	0.0%	9%	i	4.6%	28%
CCC(C)n1c(SCC(=O)Nc2ccccc2C(F)(F)F)nc2ccsc2c1=O (configuration not stated)	4%	-3%	-1.1%	-8%	-0.1%	20%	i	-3.6%	20%	Dengue-2 NS5 capping pilot replicate=3.4
CCOc1ccc(NC(=O)CN(C)S(=O)(=O)c2cccs2)cc1	-4%	-5%	-2.1%	-5%	-0.1%	-16%	i	5.3%	-22%
CCOC(=O)c1cccc(NC(=O)COc2nsnc2N2CCOCC2)c1	15%	-7%	1.0%	-50%	-0.9%	12%	/	3.5%	-8%
CN(Cc1ccccc1F)c1ccc(S(=O)(=O)N2CCCC2)cn1	-10%	-3%	-2.6%	-6%	-1.0%	-10%	i	1.7%	5%
CCCCNC(=S)Nc1ccc2nc3n(c(=O)c2c1)CCCCC3	0%	1%	-0.5%	-3%	-1.6%	-11%	i	3.7%	13%
CCOC(=O)NC(c1cccc(Cl)c1)C1CCCCCC1=O (configuration not stated)	10%	-8%	0.3%	-46%	-0.3%	8%	i	1.0%	-6%
CN(C)C1N(C(=O)c2ccccc2)N=C2c3ccccc3S(=O)(=O)N21 (configuration not stated)	-1%	-9%	-0.6%	-24%	0.5%	-47%	i	-0.7%	9%
CCc1nc(CNC(=O)c2cc(OC)c(OC)c(OC)c2)no1	4%	-10%	-3.6%	1%	0.2%	29%	i	1.1%	6%
CC(C)(C)n1nc2c(c1NC(=O)c1cc([N+](=O)[O-])ccc1Cl)CS(=O)(=O)C2	7%	-7%	-2.4%	-2%	1.2%	26%	/	-9.9%	-41%
O=C(CCS(=O)(=O)Cc1ccccc1)Nc1nncs1	4%	1%	-1.5%	-1%	-0.5%	103%*	/	-6.7%	-2%
COc1cc(C(=O)NC2CCN(Cc3ccccc3)CC2)cc(Cl)c1OC	-7%	-5%	-0.3%	-49%	-0.8%	-8%	/	-0.6%	-25%
Cc1c(NC(=O)C(C)N(c2ccccc2)S(C)(=O)=O)c(=O)n(-c2ccccc2)n1C (configuration not stated)	-1%	/	-0.3%	2%	0.8%	-6%	i	-4.6%	12%
COc1ccc(OC)c(CNC(=O)C2CCC(=O)N(CCCN3CCCC3=O)C2)c1 (configuration not stated)	6%	-10%	1.4%	-7%	-0.1%	-29%	/	0.7%	-13%
O=C(Nc1ccccc1)Nc1cccc(-c2cn3cccnc3n2)c1	3%	-40%	0.6%	-18%	1.3%	-23%	i	-3.0%	-10%
CC(C)(C)NC(=O)c1cccc(NC(=O)c2cccc(O)c2)c1	11%	1%	-1.5%	-29%	-1.1%	-2%	i	2.2%	1%
CCOc1cc(C(=O)N=c2sccn2C)ccc1OC(F)F	23%	5%	-1.3%	4%	0.1%	-22%	/	15%	9%
O=C(c1ccc(F)cc1)N1CCN2C(=O)c3ccccc3C12c1ccccc1 (configuration not stated)	-7%	-4%	-0.2%	-7%	-0.1%	-14%	i	5.1%	-5%
CCn1c(SCC(=O)Nc2cccc(C(C)=O)c2)nnc1C(C)C	-3%	6%	-0.7%	32%	-0.6%	8%	i	-4.0%	7%
CC1CC(C)CN(S(=O)(=O)c2ccc3c(c2)NC(=O)C(C)C(=O)N3)C1 (configuration not stated)	8%	-2%	1.1%	-14%[20 µM]	0.2%	-13%	/	1.0%	-1%
COC1=C(OC)C(=O)C(CCCCCCCCCCO)=C(C)C1=O	-11%	/	-3.1%	-25%	2.7%	88%*	?	-1.2%	26%
O=C1N/C(=C/c2cccn2-c2ccccc2)C(=O)N1Cc1ccc(F)cc1	20%	4%	21%	30%	-1.1%	-22%	i	-3.8%	8%

The closing 4 entries of the part before open the next one:
SMILES	AID2073	Dengue-2 NS5 capping	HIV peptide binding	KOR beta-arrestin-1	West Nile antiviral	NOD1 inhibition	Yfh1-off respiration	KOR beta-arrestin-2	NOD2 inhibition	others
CCn1c(SCC(=O)Nc2cccc(C(C)=O)c2)nnc1C(C)C	-3%	6%	-0.7%	32%	-0.6%	8%	i	-4.0%	7%
CC1CC(C)CN(S(=O)(=O)c2ccc3c(c2)NC(=O)C(C)C(=O)N3)C1 (configuration not stated)	8%	-2%	1.1%	-14%[20 µM]	0.2%	-13%	/	1.0%	-1%
COC1=C(OC)C(=O)C(CCCCCCCCCCO)=C(C)C1=O	-11%	/	-3.1%	-25%	2.7%	88%*	?	-1.2%	26%
O=C1N/C(=C/c2cccn2-c2ccccc2)C(=O)N1Cc1ccc(F)cc1	20%	4%	21%	30%	-1.1%	-22%	i	-3.8%	8%
O=C(CCSCc1ccccc1Cl)NCc1ccco1	14%	-3%	0.7%	2%	0.1%	-19%	i	-2.8%	-13%
CC(C)(C)c1ccc(-n2nc(C(N)=O)c(O)cc2=O)cc1	2%	-4%	-1.1%	-2%	-0.2%	-33%	i	-8.0%	-6%
C=CCNC(=S)/C(=C(/[O-])c1ccccc1Br)[n+]1ccccc1	3%	-7%	-0.4%	11%	-0.3%	-32%	i	-4.6%	-2%
Cc1ccc(S(=O)(=O)NC(=NCC(=O)O)c2ccccc2)cc1	2%	5%	0.2%	29%	0.0%	2%	i	-0.6%	6%
O=Cc1ccc(OC(=O)Cc2ccc(F)cc2)cc1	2%	/	-0.5%	-6%[20 µM]	0.1%	-14%	/	-2.5%	11%
O=C(O)Cn1c(C(F)(F)F)nc2ccccc21	-3%	-5%	-0.1%	28%	0.2%	-10%	i	3.2%	15%
COc1ccccc1NS(=O)(=O)c1cc(NC(=O)C2CC2)ccc1N1CCOCC1	11%	/	1.0%	7%	-0.2%	-27%	i	-4.1%	-10%
Cc1cccc(C(=O)N2CCCC(N3CCN(c4cccc(Cl)c4)CC3)C2)n1 (configuration not stated)	6%	-5%	1.3%	-1%	-0.6%	-2%	/	5.3%	-18%
CN1C(=O)C(O)(c2nnc(-c3ccccc3)o2)c2ccccc21 (configuration not stated)	?	3%	0.2%	-6%	0.1%	-34%	i	2.2%	-30%
CCOc1ccccc1-n1nnnc1SCC(=O)NCc1ccco1	9%	-10%	-0.8%	31%[20 µM]	0.0%	-20%	i	/	-4%
O=C(O)CONC(=O)c1cc(OCC(F)(F)F)ccc1OCC(F)(F)F	-3%	-3%	2.8%	7%	0.4%	8%	i	3.0%	14%
CC1(O)c2ccccc2C(=O)N1CCc1ccccc1F (configuration not stated)	4%	-5%	-1.3%	13%	-0.6%	3%	i	1.1%	-5%
CC1CCCCN1C(=O)CSc1nnc(Cc2ccccc2)n1C (configuration not stated)	10%	-10%	-1.2%	-1%	0.1%	-22%	i	-2.0%	9%
Cc1cc(C(=O)COC(=O)CNC(=O)c2ccco2)c(C)n1Cc1ccco1	35%	-1%	2.7%	-1%	-0.6%	11%	i	-1.8%	23%
COc1nc(C)nc2c1sc1nc3c(cc12)COC(C)(C)C3	3%	4%	1.7%	6%	0.2%	-64%	i	-3.2%	-41%
